HIV fusion peptide – inhibitors of HIV fusion peptide binding, primary screen, biochemical, uHTS, fluorescence dequenching (AID 1986). cell-free peptide binding, fluorescence dequenching, 30 min; higher % means a stronger effect. inhibition, % at 20 µM; hits with a dose series show IC50 in µM. actives 0.3% (n = 290,000); in the data active = inhibition mostly above about 52%, no sharp cut-off; inactive = mostly below about 76%; also: some results filed as inactive read as strong as hits
NTR1 ag – agonists of NTR1, primary screen, imaging, U2OS cells, beta-arrestin-GFP, high content (AID 493036); NTR1-U2OS beta-arrestin-GFP spot imaging, agonist mode; actives 0.17% (n = 330,000); activation, % at 20 µM;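 active = activation at or above 40% of the spot to cytoplasm intensity ratio, with at least 20 cells analyzed; inconclusive = wells under 20 cells, flagged as cytotoxic or low count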;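 also: 0% = DMSO without peptide and 100% = 100 nM NTR1 peptide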
Target sequence (P30989 whole entry, looked up): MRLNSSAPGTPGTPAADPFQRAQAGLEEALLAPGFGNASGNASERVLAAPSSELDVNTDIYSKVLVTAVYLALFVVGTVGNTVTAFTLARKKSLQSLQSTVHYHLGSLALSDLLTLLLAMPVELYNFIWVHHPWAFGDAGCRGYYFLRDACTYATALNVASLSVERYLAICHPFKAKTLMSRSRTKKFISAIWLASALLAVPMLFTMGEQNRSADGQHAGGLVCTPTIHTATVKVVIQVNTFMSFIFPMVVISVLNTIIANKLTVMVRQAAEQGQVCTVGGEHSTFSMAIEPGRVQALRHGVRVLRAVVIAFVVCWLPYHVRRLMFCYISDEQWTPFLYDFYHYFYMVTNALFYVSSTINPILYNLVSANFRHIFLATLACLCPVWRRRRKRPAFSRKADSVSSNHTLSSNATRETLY
GPR35 antagonists – GPR35 antagonists blocking zaprinast-driven arrestin recruitment, primary screen, imaging, U2OS, beta-arrestin-GFP, zaprinast agonist (AID 2058) | G-protein coupled receptor 35 (Homo sapiens) | U2OS GPR35 beta-arrestin-GFP translocation imaging, zaprinast antagonism; higher % means a stronger effect | inhibition, % at 10 µM; hits with a dose series show IC50 in µM | actives 0.052% (n = 290,000);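 active = inhibition of at least 50% with at least 30 cells and total cytoplasm GFP at most 10,000,000; inconclusive = under 30 cells or total GFP of 10,000,000 plus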
Myeloid diff 2 – induction of myeloid progenitor differentiation, primary screen, cell-based, flow cytometry, MLPCN library. ER-HoxA9 myeloid progenitors, lysozyme-GFP differentiation. calls only at 10 µM. actives 1% (n = 360,000);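 active = normalized GFP-positive differentiation at or above the plate's own cutoff, the solvent-only control mean plus 3 SD; inconclusive = no clear call, values can overlap the other calls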;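 also: cells exposed to compound for four days before flow analysis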
LYP phosphatase – inhibitors of LYP phosphatase, biochemical, fluorescence intensity, uHTS (AID 1779) | inhibition, % at 11.5 µM, or IC50 in µM where a hit was titrated | recombinant LYP phosphatase, fluorescence intensity; higher % means a stronger effect | Tyrosine-protein phosphatase non-receptor type 22 (Homo sapiens) | actives 0.054% (n = 290,000); in the data active = inhibition above about 50%;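 also: plate controls were vehicle with enzyme for no effect and no enzyme for full effect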
Siah-1 displacement – Siah-1 peptide-binding antagonists, primary screen, biochemical, fluorescence polarization, rhodamine-plectin, uHTS (AID 1817); E3 ubiquitin-protein ligase SIAH1 (Homo sapiens); one-dose displacement, % at 20 µM; IC50 in µM for titrated hits; actives 0.02% (n = 290,000); Siah-1 / rhodamine-plectin peptide fluorescence polarization; higher % means a stronger effect;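 active = displacement of at least 50% at 20 µM, with a fluorescence ratio check between 0.3 and a set limit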;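 also: plate controls were Siah plus tracer with DMSO for no effect and tracer alone without Siah for full effect; strong numbers were not always called active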
Salmonella PhoP GFP – inhibitors of PhoP regulon expression, primary screen, Salmonella Typhimurium, GFP reporter (AID 1863); S. Typhimurium PhoP-regulated promoter GFP reporter, 4 h; higher % means a stronger effect; inhibition, % at 50 µM, or IC50 in µM where a hit was titrated; actives 0.16% (n = 300,000);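 active = inhibition over 29.93%, a cutoff 3 SD above the screen mean, later confirmed by dose response; inconclusive = inhibition over 29.93% but no dose response follow-up; inactive = inhibition at most 29.93% or unconfirmed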;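 also: 0% = low Mg2+ inducing control and 100% = high Mg2+ repressing control; strong numbers were not always called active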
GPR55 antagonists – GPR55 antagonists blocking LPI-driven arrestin recruitment, primary screen, imaging, U2OS, beta-arrestin-GFP, LPI agonist (AID 2013) | G-protein coupled receptor 55 (Homo sapiens) | inhibition, % at 10 µM, or IC50 in µM where a hit was titrated | U2OS GPR55 beta-arrestin-GFP translocation imaging, LPI antagonism; higher % means a stronger effect | actives 0.13% (n = 290,000);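 active = spots per cell inhibited over 60%, with over 100 cells counted and total cytoplasm intensity under 500,000; inconclusive = wells with under 100 cells, flagged as likely toxic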;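 also: U2OS cells stably carrying GPR55 and arrestin-GFP stimulated by 5 µM LPI near EC80; imaged beta-arrestin-GFP aggregate spots per cell after agonist stimulation; plate controls were LPI-stimulated DMSO wells for no effect and DMSO wells without LPI for full effect; some results filed as inactive read as strong as hits; confirmed hits need IC50 under 10 µM and bright autofluorescent wells are also inconclusive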
Rac1 GTP hydrolysis – MgcRacGAP GTPase-activating activity inhibitors, confirmation, biochemical, ADP Hunter fluorescence; AID 624330, 2012; one-dose inhibition, % at 30 µM; IC50 in µM for titrated hits; MgcRacGAP-stimulated Rac1 GTP hydrolysis, ADP Hunter fluorescence; higher % means a stronger effect; GST-tagged Rac1 F28L mutant substrate; actives 0.6% (n = 340,000);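 active = first-screen hits whose inhibition reached a set limit at any dose in the follow-up dose series; inconclusive = inhibition above the set first-screen limit but never retested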;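 also: fluorescence reports GDP produced by GAP-driven GTP hydrolysis; strong numbers were not always called active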
NTR1 ag cell count 20 µM – recorded beside NTR1 ag, whose call it bears; cell count; measured here: cell count, cytotoxicity flag
Myeloid diff 2 GFP+ MAC1+ % – recorded beside Myeloid diff 2, whose call it bears; GFP+ MAC1+ double positive, %; measured here: differentiation confirmed by MAC1 staining
Numbers without * were called inactive; i = inactive; ? = inconclusive; . = no result given.

SMILES	HIV fusion peptide	NTR1 ag	NTR1 ag cell count 20 µM	GPR35 antagonists	Myeloid diff 2	Myeloid diff 2 GFP+ MAC1+ %	LYP phosphatase	Siah-1 displacement	Salmonella PhoP GFP	GPR55 antagonists	Rac1 GTP hydrolysis
COc1cc(OC)c(OC)cc1CN1CCCC(C(=O)N2CCCC2)C1 (configuration not stated)	0.2%	0.3	86	3%	i	0.5	-8%	3%	-1%	4%	.
Cc1cc(C(=O)Nc2cccc(/C=C/C(=O)O)c2)c(C)o1	-0.7%	1.0	58	10%	i	5.3	-8%	0%	-15%	20%	13%
Nn1c(SCc2ccc(F)cc2)nnc1-c1cccnc1	-1.4%	-1.2	67	1%	i	0.2	-7%	0%	-5%	22%	4%
COc1ccc2ccccc2c1CNC(=O)CC1C(=O)NCCN1CC(C)(C)C (configuration not stated)	2.1%	-0.8	29	9%	i	0.7	0%	4%	-11%	-7%	12%
C=CCOC(=O)C1C(=O)CC(C)(O)C(C(=O)OCC=C)C1c1ccc(N(C)C)cc1 (configuration not stated)	0.5%	1.0	41	-4%	i	0.2	-7%	10%	-9%	16%	6%
CCCCOc1ccc(C(=O)Nc2ccc(S(=O)(=O)Nc3onc(C)c3C)cc2)cc1	21%	0.1	49	24%	i	1.0	-6%	10%	-7%	17%	7%
O=C(O)CCCCCNC(=O)c1ccc(C(=O)NCCCCCC(=O)O)cc1	0.3%	1.2	63	9%	i	1.1	-4%	7%	-3%	5%	-14%
O=C(c1ccco1)N1CCN(Cc2cc(=O)c(OCc3ccccc3Cl)co2)CC1	.	-0.2	63	.	i	0.8	.	.	-1%	.	14%
C/C(=N\NC(=O)c1ccc(F)cc1)c1cccc(NC(=O)c2cccc(F)c2)c1	3.8%	-1.0	53	18%	i	1.1	-10%	38%	-5%	21%	-4%
CCC1=C(OC(=O)N(CC)CC)N2C(=O)OC(=NCc3ccccc3)[C@]2(C)[C@H]2C1=CC[C@H]1C(=O)N(CC)C(=O)[C@H]12	0.5%	-3.6	77	-18%	i	0.3	-4%	2%	-6%	10%	10%
CCCNC(=O)c1ccccc1NC(=O)c1ccccc1SC	1.3%	-1.6	77	5%	i	0.1	-7%	-1%	3%	-5%	8%
CSCC[C@@H](CO)NC(=O)c1ccc2nc(C3CCCCC3)oc2c1	0.6%	1.5	61	-10%	i	0.3	-5%	17%	3%	-3%	-6%
Cc1ccc(C(=O)NCC(c2ccco2)N2CCc3ccccc3C2)cc1 (configuration not stated)	.	0.2	65	.	i	0.8	.	.	-3%	.	9%
Nc1nc(NC(=O)/C=C/c2ccc(F)cc2)nn1-c1ccccc1	-3.3%	-0.8	44	11%	i	0.2	-1%	-2%	0%	4%	11%
Nc1cc(=O)n(Cc2ccccc2)c(=O)n1-c1ccc(F)cc1	2.2%	0.5	63	-4%	i	0.4	-4%	7%	-6%	-7%	7%
COc1ccc(NC(=O)C2CCCN(S(=O)(=O)c3ccc4[nH]c(=O)ccc4c3)C2)cc1OC (configuration not stated)	-1.3%	-0.9	63	13%	i	8.9	-8%	11%	-2%	5%	16%
COc1ccc(S(=O)(=O)NC2CC(C)(C)NC(C)(C)C2)cc1	0.4%	-0.7	68	8%	i	0.7	-12%	-7%	1%	8%	8%
Cc1cnc(C(=O)OCC(=O)Nc2ccc(Oc3ccccc3)cc2)cn1	-0.1%	-0.9	42	2%	i	1.2	0%	-3%	-5%	-2%	10%
COc1ccc(C(=O)NC2CC2)cc1OC1CCN(Cc2ccc(NC(C)=O)cc2)CC1	-0.7%	1.6	65	-3%	i	0.2	-4%	0%	.	11%	-2%
O=C(Nc1nc(-c2cccnc2)cs1)c1cccc([N+](=O)[O-])c1	-1.2%	-0.5	62	0%	i	0.3	3%	2%	-2%	3%	6%
O=C(O)C1CCC(N2C(=O)C3CCCCC3C2=O)CC1 (configuration not stated)	5.2%	-0.3	69	23%	i	2.1	-12%	2%	31%	3%	1%
Cc1ccccc1S(=O)(=O)Cc1ccc(C(=O)N2CCN(c3ccccc3F)CC2)o1	1.6%	2.1	61	4%	i	2.0	-4%	2%	-8%	6%	9%
O=C(N/N=C/c1ccco1)c1cccc([N+](=O)[O-])c1	1.1%	13	55	-7%	i	0.5	2%	2%	-20%	13%	-6%
Cc1ccc(-c2nnc(SCC(=O)N3CCN(c4ccccc4)CC3)o2)cc1	-0.4%	-0.2	46	3%	i	0.5	-18%	0%	4%	-4%	8%
COc1ccc(C2CC(c3cccs3)n3nc(N)nc3N2)cc1 (configuration not stated)	-2.3%	1.9	47	11%	?	.	-2%	-1%	0%	2%	10%
N#Cc1nc(N)nc(N(c2ccccc2)c2ccccc2)n1	-1.6%	1.7	53	-4%	i	0.7	-5%	7%	3%	18%	4%
O=c1[nH]c(C2CCCN(S(=O)(=O)c3ccccc3)C2)nc2c1nnn2Cc1cccc(Cl)c1 (configuration not stated)	0.6%	5.5	48	-1%	i	0.5	-5%	8%	7%	9%	5%
CCOC(=O)NCc1ccc(S(=O)(=O)Nc2c(C)cccc2C)cc1	-2.0%	-0.7	52	-12%	i	3.3	-6%	2%	0%	15%	12%
CCCN(CCC)Cc1c(C(=O)OCC)nnn1-c1nonc1N	3.5%	0.2	62	20%	i	0.9	-5%	4%	-3%	-1%	-3%
O=C(N/N=C/C=C/c1ccccc1)c1n[nH]c2c1CCC2	-0.7%	-1.4	30	8%	?	.	-9%	2%	-7%	-24%	8%
COc1cc2c(cc1OC)C(/C(C#N)=N\O)=NC(C)(C)C2	-1.7%	-0.1	50	-7%	i	4.1	1%	-2%	2%	31%	11%
COc1ccc(CNC(=O)C2CCN(S(=O)(=O)N3CCC4(CC3)OCCO4)CC2)c(OC)c1	-0.8%	-0.8	81	-15%	i	0.3	-4%	0%	4%	-3%	2%
COc1ccc2nc(NC(=O)[C@@H]3CCCN3C(=O)c3cccs3)sc2c1	-1.7%	0.8	70	2%	i	0.6	-2%	2%	8%	8%	4%
COc1ccc(N(CC(=O)N/N=C/c2cc3ccc(OC)cc3nc2Cl)S(=O)(=O)c2ccccc2)cc1	-0.8%	3.4	71	7%	.	.	-4%	-1%	15%	3%	.
CC(C)(C)c1ccc(-c2nnc(N)s2)cc1	1.0%	3.0	40	3%	i	0.1	-6%	-2%	-11%	-5%	9%
CCc1cc(CNC(=O)C2CCC(=O)N(CCc3ccc(OC)cc3)C2)on1 (configuration not stated)	0.5%	0.0	53	-9%	i	0.1	-8%	10%	0%	6%	13%
Cc1cccc2nc3ccccc3nc12	-2.2%	-1.4	62	0%	i	0.4	1%	-2%	7%	-2%	10%
COc1ccc(CC(=O)Nc2nc(-c3ccc(OC)c(OC)c3)cs2)cc1OC	-0.1%	4.4	53	5%	i	8.4	-3%	0%	4%	-14%	-3%
CCOc1ccc(NC(=O)CN(C)C(=O)c2cn3ccccc3n2)cc1OCC	.	1.8	62	.	i	0.7	.	.	-6%	.	8%
NNC(=O)c1sccc1OCc1ccc(Cl)cc1Cl	-1.2%	6.7	76	8%	i	0.1	-3%	3%	3%	8%	1%
CCOc1ccc(NC(=O)N2CCC(C(=O)c3ccc(F)cc3)CC2)cc1	-0.8%	-1.5	70	12%	i	0.2	-4%	-4%	-4%	4%	4%
O=C(CCC1CCCC1)c1c(O)c2ccccc2oc1=O	5.5%	-1.4	110	-8%	i	3.1	0%	3%	0%	-4%	1%
COc1ccc(/C(C)=N/Nc2cccc(C(=O)O)c2)cc1OC	5.0%	2.9	54	-5%	i	0.3	-6%	-4%	-2%	9%	5%
CC(C)CC(C(=O)O)N(Cc1ccccc1)Cc1ccccc1 (configuration not stated)	5.1%	1.9	71	-6%	i	0.7	-11%	13%	3%	-3%	9%
Cc1c(NC(=O)Cn2[nH]c(=O)c3ccccc3c2=O)c(=O)n(-c2ccccc2)n1C	-1.1%	0.5	54	-5%	i	0.8	-6%	-3%	14%	2%	9%
CCCCc1ccc(NC(=O)NCc2cccnc2)cc1	0.4%	0.8	76	-9%	i	3.6	-11%	-1%	1%	0%	6%
COc1ccc(-c2nc3c(c(SCC(=O)N4CCOCC4)n2)Cc2c(CO)cnc(C)c2O3)cc1	3.3%	3.1	54	5%	i	1.4	-3%	2%	-6%	-5%	11%
CC1C(=O)NN=C1C(=O)N/N=C\c1ccc(O)cc1O (configuration not stated)	8.3%	0.9	42	12%	i	0.2	1%	9%	29%	11%	45µM*
Cn1c(SCC(=O)Nc2nccs2)nnc1-c1ccco1	2.4%	-1.7	66	13%	i	1.1	-3%	2%	5%	4%	3%
CCC1CCCCN1Cc1ccc(CNS(=O)(=O)c2ccc3c(c2)oc(=O)n3C)o1 (configuration not stated)	2.8%	-2.2	78	-3%	i	0.6	-10%	0%	-1%	11%	10%

The listing continues:
SMILES	HIV fusion peptide	NTR1 ag	NTR1 ag cell count 20 µM	GPR35 antagonists	Myeloid diff 2	Myeloid diff 2 GFP+ MAC1+ %	LYP phosphatase	Siah-1 displacement	Salmonella PhoP GFP	GPR55 antagonists	Rac1 GTP hydrolysis
Cc1nn(-c2ccccc2)c(Cl)c1/C=N/NC(=O)c1ccccc1NS(=O)(=O)c1cccs1	37%	0.2	98	-13%	i	0.3	1%	3%	-18%	3%	3%
CCCOc1ccc(-c2nc(C#N)c(N3CCN(C)CC3)o2)cc1	-0.9%	3.1	34	11%	i	0.4	-8%	-1%	-6%	-3%	8%
CN(Cc1cccc2cnccc12)C(=O)c1cc(COc2ccc(F)cc2F)on1	0.4%	0.0	68	-1%	i	1.5	-12%	-3%	.	-12%	9%
COc1ccc(CS(=O)(=O)c2nc(C)cc(C)c2S(C)(=O)=O)cc1	-1.7%	0.4	41	-9%	i	0.2	-6%	4%	-8%	8%	5%
